KLK5 inh – blocks human kallikrein 5 protease activity; Q9Y337; recombinant hK5, fluorogenic AMC substrate cleavage; inhibition, % at 5 µM; 210,000 tested, 0.59% active;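 active = inhibition of 40% or more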;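 also: 0% = enzyme controls without compound and 100% = no-enzyme blanks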
PERK inhibitor – human PERK inhibition, primary cell-based screen; 220,000 tested, 0.17% active; CHO PERK-DD fusion, SEAP luminescence translation reporter; Q9NZJ5; inhibition, % at 5.6 µM;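 active = inhibition above the mean inhibition of all tested compounds plus 3 SD, set separately per screening campaign, cut at about 2.9% in these data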;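 also: PERK kinase domain activated by AP20187 dimerizer at 100 nM; 0% = DMSO with dimerizer and 100% = rapamycin at 8.4 µM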
Furin inh – blocks human furin protease activity | inhibition, % at 30 µM | purified furin, fluorogenic substrate cleavage | 220,000 tested, 0.061% active; in the data active = inhibition above about 25%; also: inactives centre near -15
Cl transport mod – modulators of human KCC2 chloride dependent transport; AID 1456; KCC2 cells, thallium flux FluoZin-2 fluorescence; B-score of Tl+ flux slope (higher = more flux/activation; lower = inhibition) at 10 µM; 190,000 tested, 2.2% active;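 active = thallium flux slope and its plate-corrected score both differing from the plate sample mean at a set confidence after two filtering rounds, in either direction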;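 also: slope of fluorescence scaled to starting intensity during 10 to 20 s after thallium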
m-calpain inh – blocks pig calpain II enzyme activity; purified calpain II, fluorogenic peptide substrate, 30 min; inhibition, % at 16 µM; 220,000 tested, 0.37% active;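 active = inhibition above about 50%, limit read from the data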
Thrombin inh – inhibitors of human thrombin. P00734. alpha-thrombin, Boc-VPR-AMC fluorogenic substrate cleavage. inhibition, % at 5 µM. 220,000 tested, 0.26% active. AID 1046;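 active = inhibition at or above 40%; inactive = inhibition below 40%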;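 also: 0% = enzyme with no compound and 100% = wells without enzyme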
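Assay system: human alpha-thrombin enzyme. Reagent: Boc-VPR-AMC substrate, 15 µM final. Compound dosing: one concentration per compound, 5 µM, with 0.2% DMSO. Incubation: room-temperature reaction. Technique: AMC fluorescence, 355/460 nm. Measure: % inhibition relative to enzyme controls and enzyme-free blanks.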
FXIa inh – inhibitors of human coagulation factor XIa. purified FXIa, Boc-Glu-Ala-Arg-AMC fluorogenic substrate. 220,000 tested, 0.14% active. inhibition, % at 5 µM. AID 798. P03951;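 active = inhibition of at least 40%; inactive = inhibition below 40%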;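 also: fluorescence of freed AMC excited at 355 nm; 0% = enzyme without compound and 100% = no enzyme blank; many of its hits are not listed in these tables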
FXIIa inh 1536 – blocks human coagulation factor XIIa protease activity | P00748 | purified FXIIa, Boc-QGR-AMC fluorogenic substrate, 2 h | inhibition, % at 5 µM | 220,000 tested, 0.3% active | AID 800; in the data active = inhibition above about 40%;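 also: 0% = enzyme with no compound and 100% = blank without enzyme; many of its hits are not listed in these tables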
Target sequence (P00748 20-372 limits assumed): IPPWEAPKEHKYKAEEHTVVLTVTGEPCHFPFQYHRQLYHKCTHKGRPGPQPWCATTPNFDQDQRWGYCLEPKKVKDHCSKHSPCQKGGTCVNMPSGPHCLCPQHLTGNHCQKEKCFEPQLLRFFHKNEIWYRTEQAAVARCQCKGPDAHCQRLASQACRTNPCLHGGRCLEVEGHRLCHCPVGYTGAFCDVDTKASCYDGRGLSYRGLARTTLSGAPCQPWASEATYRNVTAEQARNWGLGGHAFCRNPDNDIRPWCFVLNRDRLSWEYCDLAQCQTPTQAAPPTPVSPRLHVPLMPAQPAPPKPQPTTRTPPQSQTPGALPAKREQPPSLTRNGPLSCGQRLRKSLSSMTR
Target sequence (P00748 373-615 limits assumed): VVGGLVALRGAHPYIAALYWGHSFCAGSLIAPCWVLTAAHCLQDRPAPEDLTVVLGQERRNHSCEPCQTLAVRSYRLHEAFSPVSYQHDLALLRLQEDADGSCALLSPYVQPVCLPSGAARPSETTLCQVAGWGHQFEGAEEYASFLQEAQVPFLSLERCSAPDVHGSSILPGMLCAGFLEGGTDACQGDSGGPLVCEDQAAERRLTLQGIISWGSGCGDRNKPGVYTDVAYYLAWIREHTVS
Rad51 HR inh – blocks human Rad51 in homologous recombination; inhibition, % at 10 µM; hRad51 DNA strand exchange, fluorescence dequenching; 200,000 tested, 0.085% active; Q06609;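 active = inhibition above 40% at the single screening dose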;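 also: 0% = DMSO control wells and 100% = blanks with heterologous ssDNA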
Target sequence (Q06609 whole entry, looked up): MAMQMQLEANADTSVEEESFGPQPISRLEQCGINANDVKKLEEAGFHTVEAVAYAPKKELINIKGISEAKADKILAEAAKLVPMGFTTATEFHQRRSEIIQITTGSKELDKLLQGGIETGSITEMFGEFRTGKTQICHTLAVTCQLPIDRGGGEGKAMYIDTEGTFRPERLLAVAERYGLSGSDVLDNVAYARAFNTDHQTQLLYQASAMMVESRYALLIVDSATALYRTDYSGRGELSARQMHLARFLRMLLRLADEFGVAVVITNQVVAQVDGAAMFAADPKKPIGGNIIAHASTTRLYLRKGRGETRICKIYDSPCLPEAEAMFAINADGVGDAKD
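Material: Human Rad51 nucleoprotein filaments preassembled on unlabelled ssDNA | Also added: Labelled 47-mer dsDNA for strand exchange | Dosing: Single dose, 10 µM final compound | Schedule: 30-min compound preincubation and 15-min exchange, both room temperature | Technique: Fluorescence dequenching at 485/520 nm | Measure: Percent inhibition relative to plate controls and blanks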
* marks the source's active call; other numbers are inactive results; i = inactive; · = no result given; [ ] = remark or other dose. Not all compounds are listed; rates above refer to the full screens.

item	Compound	KLK5 inh	PERK inhibitor	Furin inh	Cl transport mod	m-calpain inh
1	CC(C)c1nc2sc3c(=O)[nH]c(=S)[nH]c3c2c2c1CCC2	-10	0.9	-20	-7.9*	-21
2	CCC(C)NC(=O)CSc1nc2ccccc2c(=O)n1-c1c(C)n(C)n(-c2ccccc2)c1=O (stereo not drawn)	-4	0.1	-30	0.49	-18
3	Cc1cc(C(=O)COC(=O)CCCN2C(=O)c3ccccc3C2=O)c(C)n1C	-20	0.5	-25	0.78	26
4	CS(=O)(=O)N(Cc1ccccc1F)c1ccccc1	-13	1.2	-18[20 µM]	-1.3	-24
5	CC1(C)CC(=O)c2sc(N)nc2C1	-1	1.0	-10[20 µM]	0.49	8
6	COC(=O)c1c(NC(C)=O)sc(C)c1C	-8	0.9	-25	0.74	-31
7	O=C(NNS(=O)(=O)c1ccc(F)cc1F)c1csc(-c2cccnc2)n1	-2	-0.2	-8	0.75	3
8	Cc1ccc(S(=O)(=O)N2CCCCC2)cc1NC(=O)Cn1c(=O)cnc2ccccc21	5	0.5	-21	-0.38	-33
9	CC(C)OCCCNC(=O)CNC(=O)c1cccs1	4	1.6	-18	·	4
10	c1cc2c(cc1C1=NNC(=NC3CC3)SC1)OCCO2	-3	-0.1	-24	0.39	-7
11	O=C(Oc1ccc(-c2cnc3ccccc3n2)cc1)c1ccc(Cl)c([N+](=O)[O-])c1	-22	0.4	-25	·	2
12	CCCCNC(=S)NNC(=O)c1ccc(Br)o1	-30	1.8	-31	0.8	1

item	Thrombin inh	FXIa inh	FXIIa inh 1536	Rad51 HR inh
1	-5	11	5	-8
2	-6	-8	·	2
3	3	12	23	3
4	-1	5	8	-1
5	-2	-4	-1	-4
6	-1	-7	-1	10
7	-3	3	3	-18
8	-2	-2	4	2
9	-3	-10	1	2
10	·	3	5	-3
11	-12	1	0	6
12	-3	0	10	7

Quoted from the listing.
Furin inh with Cc1ccc(S(=O)(=O)N2CCCCC2)cc1NC(=O)Cn1c(=O)cnc2ccccc21 → -21
PERK inhibitor with c1cc2c(cc1C1=NNC(=NC3CC3)SC1)OCCO2 → -0.1
PERK inhibitor with CC(C)c1nc2sc3c(=O)[nH]c(=S)[nH]c3c2c2c1CCC2 → 0.9
KLK5 inh with Cc1cc(C(=O)COC(=O)CCCN2C(=O)c3ccccc3C2=O)c(C)n1C → -20

The list continues:
item	Compound	KLK5 inh	PERK inhibitor	Furin inh	Cl transport mod	m-calpain inh
13	O=C(Nc1ccccc1F)c1ccc(-n2cncn2)nc1	-3	0.9	-9	·	4
14	CN(C)CCCSc1nc(-c2ccccc2)nc2c1CCC2	-5	-1.7	-18	-0.51	-5
15	Cc1ccc(N(C(=O)c2csnn2)C(C(=O)NC(C)(C)C)c2cccnc2)cc1 (stereo not drawn)	1	-0.2	-16	0.086	15
16	O=C(c1ccc(Br)o1)N1CCN(c2ccc3nnc(-c4ccccc4)n3n2)CC1	-3	-1.1	1	-0.92	-75
17	O=c1oc2cc(O)ccc2c2oc3cc(O)ccc3c12	-105	-0.3	-21	-0.15	i
18	COc1cc(SC)ccc1C(=O)Nc1ccccn1	3	-1.8	-6	-0.56	13
19	CC(C)CCN1CC(O)=C(c2nc3ccccc3[nH]2)C1=N	-175	-2.1	-4[20 µM]	1.8	-9
20	CCn1c(SCC(=O)N/N=C/c2cc(OC)c(O)c(OC)c2)nc2ccccc21	-3	0.4	-8	-0.33	-1
21	Cc1cc(C)n2nc(C(=O)OCCOc3ccc(Br)cc3)nc2n1	-1	0.6	-20	-0.11	-1
22	CCC(C)[C@H](NC(=O)N1CCN(C)CC1)C(=O)OC (stereo partly drawn)	-11	1.0	-26	-0.37	-16
23	Cc1cccc(OCC(=O)Nc2ccc(S(=O)(=O)Nc3cc(C)nc(C)n3)cc2)c1	1	1.1	-22	-0.66	-9
24	C#CCNC(=O)C1=C[C@H](c2coc3ccccc3c2=O)C[C@H](OCCCCO)O1	0	0.2	-20	0.62	-18

item	Thrombin inh	FXIa inh	FXIIa inh 1536	Rad51 HR inh
13	-9	-8	-1	·
14	-7	3	7	9
15	-9	-3	7	1
16	-4	8	18	4
17	·	-19	-26	1
18	4	4	7	30
19	-7	2	6	1
20	-1	20	24	15
21	-11	-6	-9	·
22	-3	4	15	-32
23	-9	2	8	-6
24	-5	-6	10	-7

Later entries
item	Compound	KLK5 inh	PERK inhibitor	Furin inh	Cl transport mod	m-calpain inh
25	O=C(/C=C/c1ccccc1F)c1cccc([N+](=O)[O-])c1	-10	1.1	-12	0.35	-4
26	Cc1ccc(S(=O)(=O)N2CCOC2CNC(=O)C(=O)NCc2cccnc2)cc1 (stereo not drawn)	-11	0.6	-21	-0.068	1
27	COc1ccc(OC)c(NC(=O)C(=O)NNC(=O)c2cccs2)c1	2	0.4	-11	9.9*	-8
28	CCOc1ncccc1C(=O)OCC(=O)c1cc(OC)c(OC)c(OC)c1	1	1.4	-28	0.48	-9
29	Cc1ccc(C2C3=C(CC(C)(C)CC3=O)Nc3n[nH]c(C)c32)cc1 (stereo not drawn)	-31	-0.7	-18	0.056	-364
30	CCn1ccc(C(=O)NC2=NCCS2)n1	4	1.5	-24	0.63	-3
31	Cc1nc2c3cnn(-c4ccc(C)c(C)c4)c3ncn2n1	-9	0.7	-24	-0.00097	·
32	COC(=O)c1ccc(NC(=O)CN2CCN(c3cccc(Cl)c3)CC2)cc1	-10	2.1	-18	·	17
33	O=C(N/N=C/c1c[nH]c2ccccc12)c1ccc2c(c1)OCCO2	4	2.1	-29	-1.3	-8
34	O=C(Nc1ccc(N2CCOCC2)c(C(=O)O)c1)c1ccco1	-9	0.7	-19[20 µM]	1.2	-6
35	CCCCCOc1ccccc1C(=O)NCCCCCC(=O)O	-1	0.7	4	0.39	-9
36	CN(C)/C=C/c1c([N+](=O)[O-])c2ccc(O)cc2n1-c1ccccc1	-1	1.1	-14	·	13

item	Thrombin inh	FXIa inh	FXIIa inh 1536	Rad51 HR inh
25	4	5	19	5
26	2	2	7	-1
27	-8	-3	0	-3
28	2	0	11	8
29	3	-9	-9	-6
30	-2	7	7	·
31	3	-10	-6	6
32	-1	-2	14	3
33	1	10	6	-5
34	-6	-1	-8	-1
35	-6	-1	2	1
36	-4	3	4	18

(listing goes on)
item	Compound	KLK5 inh	PERK inhibitor	Furin inh	Cl transport mod	m-calpain inh
37	COc1cc2c(cc1NC(=S)NC(=O)c1c(OC)cccc1OC)oc1ccccc12	-6	-0.1	-20	-0.79	-5
38	CC(C)OC(=O)C(C(=O)C(F)(F)F)c1cc(NS(=O)(=O)c2ccc3ccccc3c2)c2ccccc2c1O (stereo not drawn)	-2	0.7	-17	-0.42	-50
39	Cn1c(NC(=O)c2ccccc2Br)cc(=O)n(C)c1=O	-8	1.4	-6	0.95	-36
40	Cc1ccc(-c2nc3ccccn3c2NC(=O)c2ccco2)cc1	-6	0.0	-8[20 µM]	·	-10
41	COc1cc(OC)c(C(=O)NCc2cccnc2)cc1OC	-3	0.0	-14	0.036	2
42	CC(/C=N\NC(=O)CN1CCN(S(=O)(=O)c2ccc(C)cc2)CC1)=C\c1ccccc1	-3	-0.3	-19	0.15	10
43	COCCNC(=S)N/N=C(\C)c1cccc(OC)c1	-7	-0.1	-11	0.75	25
44	O=C(O)CSc1nnc(-c2cccc(S(=O)(=O)N3CCOCC3)c2)n1-c1cccc(Cl)c1	9	1.6	-10	-1.4	1
45	COCc1[nH]nc2c1C(c1ccc(F)cc1F)C(C#N)=C(N)O2 (stereo not drawn)	-8	·	·	·	16
46	CCOC(=O)c1ccc(NC(=O)COc2ccc(S(=O)(=O)NC(C)C)cc2)cc1	-15	-0.4	-6[20 µM]	-0.72	31
47	O=C1/C(=C/c2ccc3c(c2)OCO3)CCC/C1=C\c1ccc2c(c1)OCO2	-5	1.0	-12	0.12	-5
48	COc1cc(-n2c(-c3ccccc3)n[nH]c2=S)c(OC)cc1Cl	·	1.8	-8	0.4	33

item	Thrombin inh	FXIa inh	FXIIa inh 1536	Rad51 HR inh
37	-6	-7	-9	0
38	-4	17	8	-4
39	-4	-1	8	-3
40	-5	-3	6	-5
41	0	-8	10	5
42	-4	-3	-9	0
43	-8	-5	-2	-2
44	4	4	11	-5
45	-6	-13	-4	14
46	4	-5	4	-7
47	-2	18	12	-49
48	-8	-5	-1	·

The list goes on.
item	Compound	KLK5 inh	PERK inhibitor	Furin inh	Cl transport mod	m-calpain inh
49	Fc1ccc(OCc2nc(-c3ccc(Br)o3)no2)c(F)c1	-1	1.4	-22	·	10
50	COc1ccc(Cc2nnc(NC(=O)c3c(-c4ccccc4)noc3C)s2)cc1OC	-4	0.3	-15	-1	-26
51	COC(=O)C1=C(C)N(C)C(=O)/C1=C\c1ccco1	-2	-0.2	6[20 µM]	-0.33	12
52	O=C1/C(=C\c2ccccc2Cl)SC(=S)N1CCC(=O)N1CCCc2ccccc21	-14	0.1	-2	-0.86	38
53	COc1ccc(/C=C2\C(=O)N(Cc3ccc(F)cc3)CC(=O)N2Cc2ccccc2)cc1	-7	-0.8	-7[20 µM]	-0.036	24
54	CCOc1ccc(N2CC(C(=O)Nc3ncccc3C)CC2=O)cc1 (stereo not drawn)	2	2.1	-21[20 µM]	0.056	5
55	Cc1cc2nnc(SCC(=O)N3CCCCC3)n2c(N)n1	-3	1.1	-29	0.82	-6
56	CSC1=C(C#N)C(c2ccccc2Cl)C(C(=O)c2cccs2)C(O)(C(F)(F)F)N1 (stereo not drawn)	-21	-0.1	-15	-0.032	12

item	Thrombin inh	FXIa inh	FXIIa inh 1536	Rad51 HR inh
49	-3	1	5	0
50	2	7	14	·
51	-4	5	8	-6
52	3	6	11	2
53	-5	1	12	10
54	-5	-12	5	-4
55	-12	-5	2	4
56	-4	-9	-2	2

3 of the entries above in order of their number in Furin inh, smallest number first.
item	Compound	KLK5 inh	PERK inhibitor	Furin inh	Cl transport mod	m-calpain inh
49	Fc1ccc(OCc2nc(-c3ccc(Br)o3)no2)c(F)c1	-1	1.4	-22	·	10
56	CSC1=C(C#N)C(c2ccccc2Cl)C(C(=O)c2cccs2)C(O)(C(F)(F)F)N1 (stereo not drawn)	-21	-0.1	-15	-0.032	12
52	O=C1/C(=C\c2ccccc2Cl)SC(=S)N1CCC(=O)N1CCCc2ccccc21	-14	0.1	-2	-0.86	38

item	Thrombin inh	FXIa inh	FXIIa inh 1536	Rad51 HR inh
49	-3	1	5	0
56	-4	-9	-2	2
52	3	6	11	2

High-throughput results as filed in PubChem.
